MITF primary: inhibitors of human MITF; AlphaScreen MITF homodimerization, bead proximity signal; inhibition, % at 2.6 µM; 650,000 tested, 0.91% active; AID 1259374; in the data active means inhibition above about 50%;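 further: 0% = vehicle wells with protein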
Target sequence (O75030 whole entry, looked up): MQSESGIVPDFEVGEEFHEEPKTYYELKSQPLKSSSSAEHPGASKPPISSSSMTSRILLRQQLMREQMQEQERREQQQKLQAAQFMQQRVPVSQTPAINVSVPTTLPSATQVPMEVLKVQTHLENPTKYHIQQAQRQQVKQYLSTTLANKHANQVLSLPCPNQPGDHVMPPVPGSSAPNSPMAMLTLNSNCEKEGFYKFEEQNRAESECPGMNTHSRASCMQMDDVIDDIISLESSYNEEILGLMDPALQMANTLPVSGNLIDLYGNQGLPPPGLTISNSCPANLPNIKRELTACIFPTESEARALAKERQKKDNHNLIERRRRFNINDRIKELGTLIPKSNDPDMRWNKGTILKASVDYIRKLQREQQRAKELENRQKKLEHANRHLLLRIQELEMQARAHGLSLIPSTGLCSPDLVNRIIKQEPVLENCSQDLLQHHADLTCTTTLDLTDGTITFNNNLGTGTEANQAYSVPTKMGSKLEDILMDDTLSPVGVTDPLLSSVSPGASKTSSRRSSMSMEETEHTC
FBW7 activator: activators of human E3 ligase FBW7; Q969H0; AlphaScreen FBW7–phospho-cyclin E peptide binding, activator screen; normalized activity (activation), % at 26.1 µM; 650,000 tested, 0.13% active; in the data active means normalized activity above about 1.9%;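 further: purified mutant Fbw7 with reduced substrate affinity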
GPR151 ag: activates the human receptor GPR151. activation, % at 11.2 µM. Q8TDV0. 650,000 tested, 1% active. PathHunter beta-arrestin GPR151 cells, luminescence; in the data active means activation above about 4.9%;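 further: 0% = median of compound wells and 100% = cells with positive control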
Target sequence (Q8TDV0 whole entry, looked up): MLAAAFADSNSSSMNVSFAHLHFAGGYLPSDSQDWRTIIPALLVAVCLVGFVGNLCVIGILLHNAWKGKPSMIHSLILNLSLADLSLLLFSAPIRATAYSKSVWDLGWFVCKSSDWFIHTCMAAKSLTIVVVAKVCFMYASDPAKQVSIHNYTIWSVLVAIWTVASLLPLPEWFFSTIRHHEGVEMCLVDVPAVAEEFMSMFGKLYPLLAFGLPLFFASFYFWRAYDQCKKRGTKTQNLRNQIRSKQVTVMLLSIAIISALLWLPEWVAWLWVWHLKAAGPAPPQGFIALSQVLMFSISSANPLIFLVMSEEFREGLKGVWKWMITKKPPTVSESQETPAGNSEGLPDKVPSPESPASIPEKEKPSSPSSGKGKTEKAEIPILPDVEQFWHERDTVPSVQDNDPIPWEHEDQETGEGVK
TEAD-YAP inh: TEAD-YAP interaction inhibition | HEK-TIYL cells, TEAD-Gal4/YAP UAS-luciferase luminescence | inhibition, % at 9.12 µM | 640,000 tested, 1.4% active | AID 1259422; in the data active means inhibition above about 32%;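 further: 0% = median of test compound wells and 100% = reference inhibitor wells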
Numbers without * were called inactive.

Screening COCC(=O)NCC1CCC2(CCN(Cc3cccc(-c4ccccc4C)c3)CC2)O1 (stereo not given) returned MITF primary -7, FBW7 activator -0.2, GPR151 ag 1.9 and TEAD-YAP inh 3.
Screening COc1ccc([N+](=O)[O-])cc1N(CC(=O)NC1CCCCC1)S(C)(=O)=O returned MITF primary -5, FBW7 activator -0.1, GPR151 ag 0.5 and TEAD-YAP inh 3.
Screening COCCN1C(=O)CC(CC(=O)NCCc2ccccn2)(c2ccccc2C)C1=O (stereo not given) returned MITF primary 5, FBW7 activator -0.1, GPR151 ag -0.2 and TEAD-YAP inh -5.
Screening CCN(CC(F)(F)C(F)F)c1ccc(C=O)cc1 returned MITF primary 5, FBW7 activator 0.1, GPR151 ag 0.0 and TEAD-YAP inh 15.
`COc1ccc2c(c1)CC(c1nc3c(OC)cc(-c4cn[nH]c4)cc3c(=O)[nH]1)CO2` (stereo not given) gave MITF primary -7, FBW7 activator 0.2, GPR151 ag -0.6 and TEAD-YAP inh 3.
For Cc1ccc(C)c(Cc2c(C)nc3nc(SCc4cc(=O)n5c(C)cccc5n4)nn3c2C)c1 the results were MITF primary 1, FBW7 activator 0.0, GPR151 ag 0.6 and TEAD-YAP inh -7.
`COc1ccc2nc(NC(=O)c3ccc(S(=O)(=O)N4CC(C)CC(C)C4)cc3)sc2c1` (stereo not given) gave MITF primary -16, FBW7 activator -0.1, GPR151 ag 1.1 and TEAD-YAP inh -5.
Screening CCCCN(C)c1ncnc(N)c1[N+](=O)[O-] returned MITF primary 17, FBW7 activator 0.0, GPR151 ag -1.5 and TEAD-YAP inh 41*.
`CCSc1nnc(NC(=O)[C@@H](NC(=O)c2ccccc2)C(C)C)s1` gave MITF primary 3, FBW7 activator -0.1, GPR151 ag -0.4 and TEAD-YAP inh 17.
For CCOC(=O)CSc1nc2c(sc(=S)n2-c2ccc(C)cc2C)c(=O)n1-c1ccc(F)cc1 the results were MITF primary 6, FBW7 activator 0.2, GPR151 ag 0.1 and TEAD-YAP inh 2.
Screening COCCN1Cc2c(sc(C)c2C)N(C(=O)c2ccco2)C1 returned MITF primary 3, FBW7 activator 0.9, GPR151 ag -0.2 and TEAD-YAP inh -6.
O=C(CN(c1cccc([N+](=O)[O-])c1)S(=O)(=O)c1ccccc1)NCc1cccnc1 was read as MITF primary -4, FBW7 activator -0.1, GPR151 ag 1.5 and TEAD-YAP inh 4.
For Cc1cccc(NC(=O)CCCn2c(=S)[nH]c3ccccc3c2=O)c1 the results were MITF primary 10, FBW7 activator 0.2, GPR151 ag -0.4 and TEAD-YAP inh -9.
For COc1cccc(CN2CCN(Cc3ccccn3)[C@@H](C)C2)c1 the results were MITF primary -2, FBW7 activator -0.2, GPR151 ag 0.1 and TEAD-YAP inh 3.
c1ccc(N=C2SCCCN2c2ccccc2)cc1 was read as MITF primary 17, FBW7 activator 0.2, GPR151 ag -0.6 and TEAD-YAP inh -8.

Structural class: those above containing an NH in an aromatic ring.
`COc1ccc2c(c1)CC(c1nc3c(OC)cc(-c4cn[nH]c4)cc3c(=O)[nH]1)CO2` (stereo not given) gave MITF primary -7, FBW7 activator 0.2, GPR151 ag -0.6 and TEAD-YAP inh 3.
For Cc1cccc(NC(=O)CCCn2c(=S)[nH]c3ccccc3c2=O)c1 the results were MITF primary 10, FBW7 activator 0.2, GPR151 ag -0.4 and TEAD-YAP inh -9.

Additional records.
For O=C1c2ccc(Br)cc2C(=O)N1CCO the results were MITF primary 10, FBW7 activator 0.2, GPR151 ag -0.2 and TEAD-YAP inh 10.
Clc1ccc(-n2ncc3c(Nc4ccc(Br)cc4)ncnc32)cc1 was read as MITF primary -2, FBW7 activator -0.1, GPR151 ag 1.0 and TEAD-YAP inh 42*.
`O=C(N/N=C\c1ccc(I)o1)c1ccc(Br)cc1` gave MITF primary -7, FBW7 activator -0.1, GPR151 ag 1.1 and TEAD-YAP inh -4.
CCCOc1ccccc1C1C2=C(CCCC2=O)Nc2nnnn21 (stereo not given) was read as MITF primary 21, FBW7 activator 0.0, GPR151 ag -1.2 and TEAD-YAP inh -5.
Screening O=C(c1cn(C[C@@H]2CCCN(C(=O)c3cc4ncccn4n3)C2)nn1)N1CCOCC1 returned MITF primary 4, FBW7 activator -0.1, GPR151 ag 0.8 and TEAD-YAP inh 10.
COC(=O)c1ccc(NC(=O)CSc2nnc(-c3ccc(NC(C)=O)cc3)n2C)cc1 was read as MITF primary 15, FBW7 activator 0.0, GPR151 ag 0.5 and TEAD-YAP inh 8.
For O=C(c1ccc(F)cc1)N1CCN(c2ccnc3cc(Cl)ccc23)CC1 the results were MITF primary 7, FBW7 activator 0.0, GPR151 ag 0.0 and TEAD-YAP inh 19.
For CNC(=O)c1ccsc1NC(=O)c1ccc(-c2ccccc2)cc1 the results were MITF primary -5, FBW7 activator 0.2, GPR151 ag -3.5 and TEAD-YAP inh -28.
Screening NC(=O)CSc1ccc(-c2ccco2)nn1 returned MITF primary 0, FBW7 activator 0.1, GPR151 ag -1.0 and TEAD-YAP inh 0.
For Cc1cc(C(=O)N/N=C/c2ccc(N3CCOCC3)cc2)c(C)n1-c1ccc(F)cc1 the results were MITF primary -5, FBW7 activator -0.8, GPR151 ag 0.5 and TEAD-YAP inh -7.
Screening CC(C)N(C)S(=O)(=O)c1ccc(Cl)c(C(=O)O)c1 returned MITF primary 2, FBW7 activator 0.0, GPR151 ag -0.8 and TEAD-YAP inh -1.
CCOC(=O)c1nc(Nc2ccc(Cl)cc2C)c2ccccc2n1 was read as MITF primary 0, FBW7 activator 0.4, GPR151 ag 0.6 and TEAD-YAP inh 7.
Screening Cc1ccc2c(CN3C(=O)CCC3=O)cc(=O)oc2c1 returned MITF primary -4, FBW7 activator -0.1, GPR151 ag 1.1 and TEAD-YAP inh -3.
COc1ccc(CCNc2cc(N3CCCC3)ccc2[N+](=O)[O-])cc1OC was read as MITF primary 3, FBW7 activator -0.2, GPR151 ag -0.8 and TEAD-YAP inh -5.
`CC(=O)CCc1cc(C(C)(C)C)c(O)c(C(C)(C)C)c1` gave MITF primary 9, FBW7 activator 0.2, GPR151 ag -1.0 and TEAD-YAP inh 1.
`Cc1ccc(NC(=O)c2c(O)c3c([nH]c2=O)CCCC3)c(C)c1` gave MITF primary 3, FBW7 activator -0.1, GPR151 ag -0.3 and TEAD-YAP inh -19.
COc1cc(NC(=O)COC(=O)CNS(=O)(=O)/C=C/c2ccccc2)cc(OC)c1 was read as MITF primary -4, FBW7 activator -0.1, GPR151 ag -0.2 and TEAD-YAP inh 2.
`COc1ccc(N(CC(C)C)S(=O)(=O)c2nnc(NC(=O)CC(C)C)s2)cc1` gave MITF primary 1, FBW7 activator -0.1, GPR151 ag 2.2 and TEAD-YAP inh 0.
For COc1cccc2c1OC1(CCC(C)CC1)N1N=C(c3ccco3)CC21 (stereo not given) the results were MITF primary 13, FBW7 activator 0.1, GPR151 ag -0.4 and TEAD-YAP inh -63.
Screening COc1ccc(Cl)cc1NC(=O)CCc1nnc2ccc(N3CCN(C)CC3)nn12 returned MITF primary -11, FBW7 activator -0.1, GPR151 ag 5.1* and TEAD-YAP inh -2.
`O=C(/C=C/NC12CC3CC(CC(C3)C1)C2)C(F)(F)F` gave MITF primary 5, FBW7 activator -0.1, GPR151 ag 0.2 and TEAD-YAP inh 13.
Screening CC(=O)c1ccc(SCC(=O)Nc2ccccc2)c([N+](=O)[O-])c1 returned MITF primary 1, FBW7 activator 0.1, GPR151 ag -1.5 and TEAD-YAP inh 17.
Screening CC(C)NC(=O)c1cc(-c2ccccc2)on1 returned MITF primary 11, FBW7 activator 0.0, GPR151 ag -0.3 and TEAD-YAP inh -63.
Screening Clc1c(CN2CCOCC2)nc2sccn12 returned MITF primary 2, FBW7 activator 0.2, GPR151 ag -0.6 and TEAD-YAP inh -4.
`O=C1CN(Cc2ccc(OCC(O)CN3CCc4ccccc4C3)cc2)CCN1` (stereo not given) gave MITF primary -4, FBW7 activator 0.2, GPR151 ag -0.3 and TEAD-YAP inh 4.
CCOCCn1cnc2sc(C(=O)N3CCN(c4ccccn4)CC3)c(C)c2c1=O was read as MITF primary 23, FBW7 activator 0.3, GPR151 ag 0.2 and TEAD-YAP inh 5.
For COc1ccc2c(c1)NC1(CCN(C(=O)c3cnsc3)CC1)c1cccn1-2 the results were MITF primary 9, FBW7 activator -0.2, GPR151 ag 1.1 and TEAD-YAP inh 14.
Screening CCOC(=O)c1sc(NC(=O)C(C)Sc2nnc(CNC(=O)c3ccco3)n2-c2cccc(C)c2C)c(C(=O)OCC)c1C (stereo not given) returned MITF primary -3, FBW7 activator 0.1, GPR151 ag 3.5 and TEAD-YAP inh 3.
For O=C(Nc1ccccc1F)c1cn(-c2ccc(Cl)cc2)c(=O)c2ccccc12 the results were MITF primary 1, FBW7 activator 0.6, GPR151 ag -1.1 and TEAD-YAP inh -18.
Screening Cc1ccc(-c2csc3ncc(C(=O)N(C)CCO)c(=O)n23)cc1 returned MITF primary 2, FBW7 activator 0.3, GPR151 ag -0.3 and TEAD-YAP inh 6.

In the list so far, five contain a nitro group on carbon:
Screening COc1ccc([N+](=O)[O-])cc1N(CC(=O)NC1CCCCC1)S(C)(=O)=O returned MITF primary -5, FBW7 activator -0.1, GPR151 ag 0.5 and TEAD-YAP inh 3.
Screening CCCCN(C)c1ncnc(N)c1[N+](=O)[O-] returned MITF primary 17, FBW7 activator 0.0, GPR151 ag -1.5 and TEAD-YAP inh 41*.
O=C(CN(c1cccc([N+](=O)[O-])c1)S(=O)(=O)c1ccccc1)NCc1cccnc1 was read as MITF primary -4, FBW7 activator -0.1, GPR151 ag 1.5 and TEAD-YAP inh 4.
COc1ccc(CCNc2cc(N3CCCC3)ccc2[N+](=O)[O-])cc1OC was read as MITF primary 3, FBW7 activator -0.2, GPR151 ag -0.8 and TEAD-YAP inh -5.
Screening CC(=O)c1ccc(SCC(=O)Nc2ccccc2)c([N+](=O)[O-])c1 returned MITF primary 1, FBW7 activator 0.1, GPR151 ag -1.5 and TEAD-YAP inh 17.

The listing continues:
For CC(C)NC(=O)CSc1nnc(-c2ccco2)n1C the results were MITF primary 7, FBW7 activator 0.0, GPR151 ag -0.6 and TEAD-YAP inh -5.
Screening Cn1cc(CCNC(=O)CC2C(=O)NCCN2CC(c2ccccc2)c2ccccc2)cn1 (stereo not given) returned MITF primary 2, FBW7 activator 0.0, GPR151 ag -0.3 and TEAD-YAP inh 1.
`COCCN(Cc1ccsc1)C(=O)Nc1ccc2c(c1)OCO2` gave MITF primary 6, FBW7 activator 0.1, GPR151 ag 2.2 and TEAD-YAP inh -39.
`Clc1ccccc1CSc1nncn1NCc1ccccc1` gave MITF primary 22, FBW7 activator -0.3, GPR151 ag -0.1 and TEAD-YAP inh -1.
For O=c1[nH]cnc2ccc([N+](=O)[O-])cc12 the results were MITF primary 4, FBW7 activator 0.0, GPR151 ag -0.6 and TEAD-YAP inh -2.
Screening O=C(O)CN(CCN(CC(=O)O)c1ccc(S(=O)(=O)O)c2ccccc12)CC(=O)O returned MITF primary 0, FBW7 activator -0.1, GPR151 ag 0.0 and TEAD-YAP inh -3.
For CCc1ccc(C2C(C#N)=C(N)N(c3cc(C(F)(F)F)ccc3Cl)C3=C2C(=O)CCC3)s1 (stereo not given) the results were MITF primary 3, FBW7 activator 0.4, GPR151 ag -0.8 and TEAD-YAP inh -9.
COc1cc(/C=C/C(=O)OCC(=O)Nc2ccc(C(N)=O)cc2)ccc1OCC#N was read as MITF primary 1, FBW7 activator -0.1, GPR151 ag 1.0 and TEAD-YAP inh 9.
COc1ccc(CNc2nccn3c(-c4ccccc4CO)cnc23)cc1 was read as MITF primary 6, FBW7 activator 0.1, GPR151 ag -0.1 and TEAD-YAP inh -12.
For Cc1cccc(S(=O)(=O)NCc2csc(C)n2)c1 the results were MITF primary -2, FBW7 activator -0.1, GPR151 ag -0.3 and TEAD-YAP inh 10.
Cc1ccc(-c2c(NCc3cccs3)c(=O)c2=O)cc1 was read as MITF primary -7, FBW7 activator -0.1, GPR151 ag 1.8 and TEAD-YAP inh 7.
Screening O=C(c1ccccc1)N1CC(COc2ccccc2)OC(c2ccco2)O1 (stereo not given) returned MITF primary 0, FBW7 activator -0.1, GPR151 ag 0.7 and TEAD-YAP inh 0.
Screening CC(C)NC(=O)CN(Cc1ccccc1Cl)S(=O)(=O)c1ccc(Cl)cc1 returned MITF primary 3, FBW7 activator 0.1, GPR151 ag -1.4 and TEAD-YAP inh -5.
For NS(=O)(=O)c1ccc(NC(=S)NC2CCCC2)cc1 the results were MITF primary -4, FBW7 activator -0.1, GPR151 ag 0.6 and TEAD-YAP inh -3.
Screening CCC(C)(C)n1nnnc1C(c1ccc(F)cc1)N1CCN(C(=O)c2ccco2)CC1 (stereo not given) returned MITF primary 4, FBW7 activator 0.0, GPR151 ag -0.1 and TEAD-YAP inh 3.
Cc1c(NC(=O)/C(C#N)=C/C2CC=CCC2)c(=O)n(-c2ccccc2)n1C (stereo not given) was read as MITF primary 4, FBW7 activator 0.1, GPR151 ag 0.3 and TEAD-YAP inh 8.
CC(Oc1ccc(Cl)cc1Cl)C(=O)N1CCC(C(N)=O)CC1 (stereo not given) was read as MITF primary 2, FBW7 activator 0.0, GPR151 ag 2.2 and TEAD-YAP inh 2.
